PDI inh – inhibitors of human PDI, primary screen, biochemical, turbidity, single point, plate reader; inhibition, % at 10 µM; 350,000 compounds, 0.052% hits; AID 588391, 2011; PDI insulin aggregation turbidity, A650, 90 min; Protein disulfide-isomerase (Homo sapiens), P07237;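 active = mean inhibition across replicates of 30% or more, whatever share of single replicates reach that level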;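 note: absorbance from insulin aggregation driven by PDI reduction with DTT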
Target sequence (P07237 whole entry, looked up): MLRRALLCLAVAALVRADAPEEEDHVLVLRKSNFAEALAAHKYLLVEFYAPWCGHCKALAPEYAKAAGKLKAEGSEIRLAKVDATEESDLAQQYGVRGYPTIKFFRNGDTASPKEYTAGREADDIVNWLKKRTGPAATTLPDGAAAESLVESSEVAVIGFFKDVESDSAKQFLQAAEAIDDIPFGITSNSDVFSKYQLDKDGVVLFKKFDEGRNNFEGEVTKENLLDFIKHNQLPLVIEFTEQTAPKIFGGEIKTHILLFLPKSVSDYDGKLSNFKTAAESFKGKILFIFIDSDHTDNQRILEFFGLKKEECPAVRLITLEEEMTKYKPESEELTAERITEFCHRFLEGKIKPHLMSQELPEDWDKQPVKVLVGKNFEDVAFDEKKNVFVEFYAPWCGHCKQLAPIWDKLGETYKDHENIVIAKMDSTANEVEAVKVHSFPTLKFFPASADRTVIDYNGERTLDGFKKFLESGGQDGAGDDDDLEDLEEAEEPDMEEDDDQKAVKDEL
H9c2 protect – cardioprotection against H2O2-induced cell death, primary screen, uHTS, H9c2 cells, ATPLite luminescence | AID 588492, 2011 | protection from H2O2 cell death, % at 20 µM | 360,000 compounds, 0.63% hits | H9c2 cardiomyocytes, H2O2 injury protection, 2 h;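 active = compounds giving at least 50% protection of heart cells from peroxide-induced death in the single-dose screen, raw or plate-pattern-corrected value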;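 note: 0% = DMSO wells with peroxide and 100% = DMSO wells without peroxide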
aDG glyco act – activators of alpha-DG glycosylation, primary screen, uHTS, Pro5-aDG cells, AlphaScreen | alpha-DG glycosylation AlphaScreen (IIH6); 0% Pro5, 100% B10-LARGE cell signal | 360,000 compounds, 0.22% hits | activation, % at 10 µM;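 active = activation of at least 8% versus controls, or a plate z-score of at least 8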;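 note: Pro5 are CHO cells carrying HIG-tagged alpha-DG that lacks glycosylation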
ABCB6 inh MLPCN – ABCB6 transporter inhibitors, primary screen, K562-ABCB6 cells, flow cytometry, MLPCN library; ATP-binding cassette sub-family B member 6 (Homo sapiens), Q9NP58; K562-ABCB6 porphyrin accumulation, 1 h; active compounds read low; fluorescence ratio to DMSO, % at 10 µM; 360,000 compounds, 0.19% hits;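 active = fluorescence ratio to DMSO below 75%, the collection mean minus 3 SD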;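 note: signal is porphyrin accumulated inside mitochondria; 100% equals median channel fluorescence of DMSO control wells; lower ratio means ABCB6 inhibition with less porphyrin fluorescence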
HTR2A ag – mouse Htr2a agonists via beta-arrestin recruitment, primary screen, cell-based, luminescence; 5-hydroxytryptamine receptor 2A (Mus musculus), P35363; activation, % at 7.6 µM; CHO-K1 mHTR2A beta-arrestin complementation; percent of 30 µM serotonin response; 360,000 compounds, 0.66% hits;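 active = activation above a run cutoff, the mean activation of all tested compounds plus 3 SD, cut at about 14% in these data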;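 note: 0% = plate median of compound wells and 100% = 30 µM serotonin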
Target sequence (P35363 whole entry, looked up): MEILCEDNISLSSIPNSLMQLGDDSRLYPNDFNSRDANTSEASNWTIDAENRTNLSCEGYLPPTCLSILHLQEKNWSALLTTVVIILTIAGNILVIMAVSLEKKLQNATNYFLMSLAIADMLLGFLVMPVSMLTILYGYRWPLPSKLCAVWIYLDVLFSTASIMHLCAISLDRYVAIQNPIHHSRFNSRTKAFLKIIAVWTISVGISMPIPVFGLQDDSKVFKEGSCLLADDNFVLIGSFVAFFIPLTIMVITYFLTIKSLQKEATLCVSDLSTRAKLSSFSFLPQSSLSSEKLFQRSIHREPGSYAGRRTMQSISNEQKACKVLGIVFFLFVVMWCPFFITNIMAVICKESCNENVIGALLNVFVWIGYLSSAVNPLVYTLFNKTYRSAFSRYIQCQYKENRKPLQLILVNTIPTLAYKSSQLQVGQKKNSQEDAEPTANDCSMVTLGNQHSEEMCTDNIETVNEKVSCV
Glyco luc inh – increase of ERlucT glycosylation luciferase signal, primary screen, N-linked glycosylation inhibitor project, D54 ERlucT cells, luminescence, set 2; D54 ERlucT glycosylation luciferase reporter, 24 h; percent of 100 nM tunicamycin response; reporter increase, % at 12.5 µM; 360,000 compounds, 0.23% hits; AID 588692, 2011;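 active = mean luciferase reporter signal, scaled so untreated is 0 and the glycosylation-blocking control 100, at or above a set limit in every replicate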;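 note: luciferase carries N-glycosylation sites so blocking glycosylation raises the light; 0% = median of neutral control wells and 100% = median of 100 nM tunicamycin wells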
Granule exo inh – LAMP-1 surface exposure blockers, TALL-104 cells – cell-based, flow cytometry, MLPCN library, primary screen; TALL-104 LAMP-1 surface exposure; cells stimulated with thapsigargin and PMA; inhibition, % at 10 µM; 360,000 compounds, 0.66% hits;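 active = inhibition above about 55%, limit read from the data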
iPSC survival up – enhancers of single-cell hiPSC survival, primary screen, ATPlite luminescence; 100% = ROCK inhibitor wells, 0% = DMSO; survival enhancement, % at 20 µM; 360,000 compounds, 0.044% hits; AID 602274, 2012; in the data active = survival enhancement above about 18%;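 note: cells exposed to compounds for 16 hours before the ATP read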
CaV13 ICDI inh – Primary screen for inhibitors of IQ motif and Ca2+-dependent inactivation inhibitor domain binding in CACNA1D, Förster resonance energy transfer in living cells, …. HEK cells, CFP/YFP FRET ICDI-IQ, plate reader, 10 min; percent FRET-ratio fall versus neutral wells. inhibition, % at 12.3 µM. 340,000 compounds, 0.098% hits. AID 743397;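 active = mean replicate inhibition of at least 30% and at least 1% of replicates passing that level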;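 note: 0% = median of the neutral control wells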
Vif imaging – HIV Vif self-association inhibitors, primary screen, imaging, HEK293T, single point. inhibition, % at 7.49 µM. AID 602346, 2012. 340,000 compounds, 0.35% hits. HEK293T cells, Vif self-association by quenched fluorescence, 24 h; in the data active = inhibition above about 50%, passing the limit was not always enough; note: some results filed as inactive read as strong as hits
Active calls of the source: *.

Cc1ccc(N=Nc2c(N)[nH]n3c(=O)cc(C)nc23)cc1 was read as PDI inh 0, H9c2 protect 13, aDG glyco act -0.2, ABCB6 inh MLPCN 100, HTR2A ag -4, Glyco luc inh 3, Granule exo inh -3, iPSC survival up 1.3, CaV13 ICDI inh -5 and Vif imaging -3.
Screening CCOc1ccccc1C(=O)OCC(=O)Nc1cc(Cl)ccc1Oc1ccccc1 returned PDI inh -1, H9c2 protect -4, aDG glyco act 0.2, ABCB6 inh MLPCN 96, HTR2A ag 0, Glyco luc inh -1, Granule exo inh 4, iPSC survival up 1.5, CaV13 ICDI inh 1 and Vif imaging -6.
Screening CCOC(=O)c1c(O)c2cccc3c2n(c1=O)CC3 returned PDI inh 11, H9c2 protect 4, aDG glyco act -0.1, ABCB6 inh MLPCN 98, HTR2A ag 8, Glyco luc inh 2, Granule exo inh -2, iPSC survival up -0.5, CaV13 ICDI inh -3 and Vif imaging -5.
Nc1cnc(-c2ccccc2)nc1Cl was read as PDI inh 3, H9c2 protect -3, aDG glyco act 0.1, ABCB6 inh MLPCN 100, HTR2A ag -2, Glyco luc inh 0, Granule exo inh 2, iPSC survival up 0.3, CaV13 ICDI inh -2 and Vif imaging -12.
CC(C)(C)c1cc(C(=O)N2CCc3ccccc32)ccn1 was read as PDI inh -5, H9c2 protect -3, aDG glyco act 0.2, ABCB6 inh MLPCN 105, HTR2A ag 3, Glyco luc inh 0, Granule exo inh -2, iPSC survival up 0.5, CaV13 ICDI inh -8 and Vif imaging -3.
`COc1ccc(OCC(=O)NNC(=O)Nc2cccc(Cl)c2)cc1` gave PDI inh 2, H9c2 protect -1, aDG glyco act -0.2, ABCB6 inh MLPCN 98, HTR2A ag 10, Glyco luc inh 0, Granule exo inh -7, iPSC survival up -0.4 and Vif imaging 13.
For CC(=O)Nc1ccc(-c2nnc(SCC(=O)n3c4c(c5ccccc53)CCCC4)n2C)cc1 the results were PDI inh 1, H9c2 protect 9, aDG glyco act -0.1, ABCB6 inh MLPCN 95, HTR2A ag -3, Glyco luc inh 5, Granule exo inh -8, iPSC survival up -0.7, CaV13 ICDI inh -8 and Vif imaging 2.
`Cc1c(Br)c([N+](=O)[O-])nn1CC(=O)NCc1ccco1` gave PDI inh -1, H9c2 protect 5, aDG glyco act 0.0, ABCB6 inh MLPCN 99, HTR2A ag -1, Glyco luc inh 2, Granule exo inh -2, iPSC survival up 2.1, CaV13 ICDI inh -4 and Vif imaging -10.
Screening CCOc1ccc(CNc2cccc(SC)c2)cc1 returned PDI inh 4, H9c2 protect -5, aDG glyco act 0.0, ABCB6 inh MLPCN 136, HTR2A ag 1, Glyco luc inh 0, Granule exo inh -2, iPSC survival up -2.6, CaV13 ICDI inh -3 and Vif imaging -1.
For Cc1ccc(C(=O)Nc2ccc(N3CCOCC3)nc2N2CCOCC2)cc1 the results were PDI inh -4, H9c2 protect -2, aDG glyco act -0.1, ABCB6 inh MLPCN 96, HTR2A ag -4, Glyco luc inh 2, Granule exo inh 12, iPSC survival up -0.2, CaV13 ICDI inh -5 and Vif imaging 0.
Screening O=C(c1cccc2c1C(=O)N(Cc1cccnc1)C2)N1CCN(c2ccccc2)CC1 returned PDI inh 5, H9c2 protect 8, aDG glyco act -0.2, ABCB6 inh MLPCN 93, HTR2A ag -3, Glyco luc inh 1, Granule exo inh -2, iPSC survival up 2.7, CaV13 ICDI inh 0 and Vif imaging 0.
For COc1cccc(N(C(=O)c2snc(C(N)=O)c2N)C(C(=O)NCC2CCCO2)c2cccs2)c1 (configuration not stated) the results were PDI inh -9, H9c2 protect 6, aDG glyco act 0.1, ABCB6 inh MLPCN 99, HTR2A ag 4, Glyco luc inh -3, Granule exo inh 6, iPSC survival up -0.2, CaV13 ICDI inh -4 and Vif imaging 15.

Quoted at random: two entries already listed
CC(C)(C)c1cc(C(=O)N2CCc3ccccc32)ccn1 was read as PDI inh -5, H9c2 protect -3, aDG glyco act 0.2, ABCB6 inh MLPCN 105, HTR2A ag 3, Glyco luc inh 0, Granule exo inh -2, iPSC survival up 0.5, CaV13 ICDI inh -8 and Vif imaging -3.
For Cc1ccc(C(=O)Nc2ccc(N3CCOCC3)nc2N2CCOCC2)cc1 the results were PDI inh -4, H9c2 protect -2, aDG glyco act -0.1, ABCB6 inh MLPCN 96, HTR2A ag -4, Glyco luc inh 2, Granule exo inh 12, iPSC survival up -0.2, CaV13 ICDI inh -5 and Vif imaging 0.

The listing continues.
`COc1ccc(-c2ccc3c(c2)C2CC3CCN2)cc1` (configuration not stated) gave PDI inh 3, H9c2 protect 19, aDG glyco act -0.1, ABCB6 inh MLPCN 103, HTR2A ag -4, Glyco luc inh -2, Granule exo inh 6, iPSC survival up -2.2, CaV13 ICDI inh -6 and Vif imaging -8.
Screening O=C(Nc1ccc(Cl)cn1)c1cc(S(=O)(=O)N2CCCCC2)ccc1Cl returned PDI inh 6, H9c2 protect -14, aDG glyco act 1.0, ABCB6 inh MLPCN 102, HTR2A ag 10, Glyco luc inh -4, Granule exo inh -2, iPSC survival up -0.6, CaV13 ICDI inh -6 and Vif imaging -14.
Cc1ccccc1CSc1nc(C(C)(C)C)cc(=O)[nH]1 was read as PDI inh 7, H9c2 protect 6, aDG glyco act 0.4, ABCB6 inh MLPCN 93, HTR2A ag 1, Glyco luc inh -1, Granule exo inh 0, iPSC survival up 0.1, CaV13 ICDI inh -10 and Vif imaging 0.
CCN(C(=O)c1cc2cc(OC)ccc2oc1=O)c1cccc(C)c1 was read as PDI inh -6, H9c2 protect -3, aDG glyco act 0.0, ABCB6 inh MLPCN 93, HTR2A ag -3, Glyco luc inh 1, Granule exo inh -8, iPSC survival up 6.3, CaV13 ICDI inh -9 and Vif imaging -4.
Screening CCOC(=O)c1ccc(NS(=O)(=O)c2cc3c4c(c2)CCN4C(=O)CC3)cc1 returned PDI inh 7, H9c2 protect -12, aDG glyco act 0.2, ABCB6 inh MLPCN 89, HTR2A ag 11, Glyco luc inh 0, Granule exo inh 4, iPSC survival up -0.2, CaV13 ICDI inh -6 and Vif imaging -5.
Screening COc1cc(Cn2c3ccc(NC(=O)NCCc4ccccc4)cc3c(=O)n2C)ccc1F returned PDI inh 9, H9c2 protect 0, aDG glyco act 0.1, ABCB6 inh MLPCN 95, HTR2A ag -5, Glyco luc inh 2, Granule exo inh 0, iPSC survival up 0.4, CaV13 ICDI inh -5 and Vif imaging -5.
For COc1ccc(CCN2C(=O)CS/C2=N/NC(=O)c2ccccc2F)cc1OC the results were PDI inh 16, H9c2 protect 4, aDG glyco act -0.2, ABCB6 inh MLPCN 99, HTR2A ag 3, Glyco luc inh -1, Granule exo inh -6, iPSC survival up -0.6, CaV13 ICDI inh -1 and Vif imaging 1.
`CC(=O)N1CCN(C(=O)c2ccc(C(=O)c3ccccc3)cc2)CC1` gave PDI inh -65, H9c2 protect 0, aDG glyco act 0.2, ABCB6 inh MLPCN 98, HTR2A ag 8, Glyco luc inh 1, Granule exo inh -7, iPSC survival up -0.7, CaV13 ICDI inh -18 and Vif imaging -8.
For CC(=O)Nc1cccc2cc(O)ccc12 the results were PDI inh -10, H9c2 protect 2, aDG glyco act 2.3, ABCB6 inh MLPCN 123, HTR2A ag -2, Glyco luc inh 4, Granule exo inh 2, iPSC survival up 3.8, CaV13 ICDI inh -10 and Vif imaging 16.
Screening COC(=O)c1ccc(CNC(=O)Cn2cc(C)c(=O)[nH]c2=O)cc1 returned PDI inh -6, H9c2 protect 17, aDG glyco act 0.0, ABCB6 inh MLPCN 102, HTR2A ag -3, Glyco luc inh 2, Granule exo inh 1, iPSC survival up 1.9, CaV13 ICDI inh -7 and Vif imaging -5.
For CCOc1ccc(S(=O)(=O)N(CC)CC(=O)NCc2ccco2)cc1C the results were PDI inh 2, H9c2 protect 1, aDG glyco act -0.1, ABCB6 inh MLPCN 93, HTR2A ag 6, Glyco luc inh 1, Granule exo inh -8, iPSC survival up -0.5, CaV13 ICDI inh -4 and Vif imaging -12.
CN(CCc1ccccn1)C1CCCN(S(=O)(=O)c2ccc(F)c(Cl)c2)C1 (configuration not stated) was read as PDI inh 1, H9c2 protect -2, aDG glyco act 0.1, ABCB6 inh MLPCN 99, HTR2A ag -8, Glyco luc inh 0, Granule exo inh 3, iPSC survival up 0.7, CaV13 ICDI inh -3 and Vif imaging 8.
`CCOc1cc(CNc2ncc(-c3ccc(OC)cc3)n2C)ccc1O` gave PDI inh 3, H9c2 protect 12, aDG glyco act 1.0, ABCB6 inh MLPCN 106, HTR2A ag -6, Glyco luc inh 0, Granule exo inh -1, iPSC survival up 3.6, CaV13 ICDI inh -3 and Vif imaging -9.
Screening C=C(C)CSc1ncc(-c2cccc(C(F)(F)F)c2)cn1 returned PDI inh -3, H9c2 protect -4, aDG glyco act -0.3, ABCB6 inh MLPCN 92, HTR2A ag 6, Glyco luc inh 1, Granule exo inh 2, iPSC survival up 9.1, CaV13 ICDI inh -5 and Vif imaging 0.
`O=C(CSc1nc2ccccc2[nH]1)NCC1CCCO1` (configuration not stated) gave PDI inh -3, H9c2 protect 5, aDG glyco act -0.5, ABCB6 inh MLPCN 101, HTR2A ag 0, Glyco luc inh 3, Granule exo inh -2, iPSC survival up -0.4, CaV13 ICDI inh -5 and Vif imaging 7.
For Cc1ccc(N(Cc2ccccc2)C(=O)c2cc(S(=O)(=O)N3CCOCC3)ccc2F)cc1 the results were PDI inh -2, H9c2 protect 6, aDG glyco act 0.4, ABCB6 inh MLPCN 103, HTR2A ag 10, Glyco luc inh -5, Granule exo inh 7, iPSC survival up 0.3, CaV13 ICDI inh -6 and Vif imaging -4.
`CCNS(=O)(=O)c1cc(Br)ccc1OC` gave PDI inh -3, H9c2 protect -1, aDG glyco act 0.0, ABCB6 inh MLPCN 98, HTR2A ag -2, Glyco luc inh 1, Granule exo inh 3, iPSC survival up 1.4, CaV13 ICDI inh -3 and Vif imaging 6.
`COc1ccccc1C(=O)NCCC(=O)NC(C)c1ccc(-n2ccnc2)cc1` (configuration not stated) gave PDI inh -14, H9c2 protect 0, aDG glyco act 0.1, ABCB6 inh MLPCN 99, HTR2A ag -10, Glyco luc inh 0, Granule exo inh 0, iPSC survival up -0.3, CaV13 ICDI inh -7 and Vif imaging 9.
For Cn1cnnc1SCc1cccc(Br)c1 the results were PDI inh 4, H9c2 protect 14, aDG glyco act -0.1, ABCB6 inh MLPCN 91, HTR2A ag 3, Glyco luc inh -2, Granule exo inh -1, iPSC survival up 4.6 and CaV13 ICDI inh -5.
Clc1ccc(-c2nnc(SCc3ccon3)o2)c(Cl)c1 was read as PDI inh -4, H9c2 protect -20, aDG glyco act -0.1, ABCB6 inh MLPCN 104, HTR2A ag 1, Glyco luc inh -15, Granule exo inh -2, iPSC survival up -4.0 and Vif imaging -15.
Screening CCCCN1C=CC(=C2C(=O)c3ccccc3C2=O)C=C1 returned PDI inh -2, H9c2 protect -12, aDG glyco act 0.0, ABCB6 inh MLPCN 101, HTR2A ag 10, Glyco luc inh -19, Granule exo inh -5, iPSC survival up -2.7, CaV13 ICDI inh -5 and Vif imaging -7.
